KCNH2 3.1 inh = qHTS for Inhibitors of KCHN2 3.1: Mutant qHTS. activity change, % (tested at about 1.8 µM). hit rate 0.95% among 340,000. Potassium voltage-gated channel subfamily H member 2, brain isoform KCNH2 3.1 (human). U2OS KCNH2 3.1, thallium flux FluxOr; active compounds read low. AID 720553, 2013;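 active = maximum activity change below -70%; inconclusive = maximum activity change from -70% to -50%; inactive = maximum activity change above -50%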;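 note: thallium influx rate constant from kinetic fluorescence after stimulation buffer; % is set by controls: 0 for no effect and ±100 for the full control effect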
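We transduce U2OS cells with the mutant 3.1 virus, culture them overnight, load FluxOr with Red40 quencher for 45 min, then add stimulation buffer and read kinetically for 2 min to derive a normalized rate constant.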
ASM inhibitor = Inhibitors of Secretory Acid Sphingomyelinase (S-ASM): qHTS; placental ASM, HMU-PC fluorogenic substrate, 60 min; Potency, µM (top dose mostly 57.5 µM), for the others: top-dose activity change, negative = inhibition, usual class: inhibitors; hit rate 0.006% among 340,000; note: potency is the fitted concentration of half-maximal effect
Target sequence (P17405 47-631 limits assumed): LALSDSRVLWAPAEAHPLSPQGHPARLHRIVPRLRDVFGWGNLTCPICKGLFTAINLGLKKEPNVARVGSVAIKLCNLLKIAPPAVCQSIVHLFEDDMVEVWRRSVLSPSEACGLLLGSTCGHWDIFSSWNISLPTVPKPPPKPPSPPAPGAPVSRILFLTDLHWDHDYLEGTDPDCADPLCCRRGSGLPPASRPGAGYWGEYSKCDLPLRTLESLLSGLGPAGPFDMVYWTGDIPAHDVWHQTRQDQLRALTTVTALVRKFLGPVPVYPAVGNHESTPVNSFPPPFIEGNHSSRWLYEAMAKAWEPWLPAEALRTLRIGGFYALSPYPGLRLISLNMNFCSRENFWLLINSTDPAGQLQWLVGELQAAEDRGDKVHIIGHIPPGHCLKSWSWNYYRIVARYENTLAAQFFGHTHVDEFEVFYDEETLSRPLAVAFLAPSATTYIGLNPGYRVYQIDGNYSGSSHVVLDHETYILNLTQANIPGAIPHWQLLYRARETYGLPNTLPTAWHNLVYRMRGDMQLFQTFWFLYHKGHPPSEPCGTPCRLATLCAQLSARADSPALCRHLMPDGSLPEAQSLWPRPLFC
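Human placenta-derived ASM preincubated with compound 10 min at room temperature, then reacted with 9 uM (final) fluorogenic HMU-PC substrate for 60 min at 37 C. Stop solution raises pH to 10; fluorescence read at Ex 386/Em 447 nm.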
CXXC DNA block = qHTS Fluorescence Polarization Assay for Inhibitors of MLL CXXC domain - DNA interaction; Histone-lysine N-methyltransferase 2A (Homo sapiens), Q03164; MLL-CXXC / FITC-HOXA9 DNA fluorescence polarization; Potency, µM (doses to about 115 µM), without a hit: top-dose activity change, negative = inhibition, hits mostly inhibitors; hit rate 0.037% among 290,000; active = well fitted inhibition curve with a large enough effect in the polarisation, with a control signal flat, not every such curve was filed as active; inconclusive = small, poorly fitted or top-dose-only effect, or effect the other way, or a change in a side signal; inactive = no such curve, though single readings can be large or run the other way; the % refers to the polarisation; note: potency is the fitted concentration of half-maximal effect
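Steps: dispense CXXC domain solution (7 uM) → pin compounds or unlabeled HOX-A9 DNA control → 5 min ambient → add FLSN-HOX-A9 solution (50 nM) → spin → 30 min ambient → fluorescence polarization. Tris pH 7.5/NaCl/DTT/BSA buffer.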
GALK inh = qHTS Assay for Inhibitors of Human Galactokinase (GALK); P51570; Purified GALK, Kinase-Glo residual ATP luminescence; Potency, µM (top dose mostly 57.5 µM), for the others: top-dose activity change, negative = inhibition, usual class: inhibitors; hit rate 0.007% among 270,000; note: potency is the fitted concentration of half-maximal effect; % is set by controls: 0 for no effect and ±100 for the full control effect
Target sequence (P51570 whole entry, looked up): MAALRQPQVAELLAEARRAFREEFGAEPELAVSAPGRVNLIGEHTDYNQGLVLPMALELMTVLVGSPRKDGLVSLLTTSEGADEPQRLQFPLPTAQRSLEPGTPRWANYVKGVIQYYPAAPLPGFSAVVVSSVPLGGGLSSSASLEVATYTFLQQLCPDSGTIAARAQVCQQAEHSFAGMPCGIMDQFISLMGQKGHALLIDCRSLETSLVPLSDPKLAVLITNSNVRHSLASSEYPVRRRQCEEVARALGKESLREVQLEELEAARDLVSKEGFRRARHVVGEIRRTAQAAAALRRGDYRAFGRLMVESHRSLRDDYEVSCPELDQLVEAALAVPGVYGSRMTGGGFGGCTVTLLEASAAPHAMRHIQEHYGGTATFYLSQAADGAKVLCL
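Compounds were pin-transferred into ATP buffer (35 uM final), then GALK plus galactose (5 nM, 100 uM final) was added. After 1 h at room temperature, Kinase-Glo Plus was added and luminescence read after 10 min.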
AT treatment = qHTS Assay for Identifying a Potential Treatment of Ataxia-Telangiectasia. hit rate 0.19% among 320,000. […] A-T fibroblasts, KAP-1 phosphorylation AlphaLISA; neocarzinostatin DNA damage 30 min before lysis. AID 485349, 2010. Potency, µM (doses to about 57.5 µM), for inactives: at the top dose activation, most hits filed as activators; note: potency is the fitted concentration of half-maximal effect; % of control where 0% means no effect; nearly all actives have a fitted effect of over 45% in size
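ATM-like activity read as KAP-1 phosphorylation via AlphaLISA donor/acceptor antibody pairs after lysis and 6 hr at 25C. Cells were ATM-null patient fibroblasts ([…], hTERT), dosed 60 min, then exposed to the DSB inducer NCS for 30 min.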
Coupling enz = qHTS Assay for Inhibitors of Fructose-1,6-bisphosphate Aldolase from Giardia Lamblia: Coupling assay counterscreen. AID 2472, 2010. coupling enzyme system counterscreen, AmpLite Red fluorescence. hit rate 0.67% among 290,000. activity change, negative = inhibition, % at 58.2 µM, hits read low; in the data active = activity change below about -30%; note: % is set by controls: 0 for no effect and ±100 for the full control effect
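Counterscreen lacking aldolase: glyceraldehyde-3-phosphate coupling-enzyme reagent preincubated 10 min at RT with compound (at 57.5 uM final), then substrate/coupling system with AmpLite Red added; fluorescence read at 525/598 nm after 20 min RT.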
KCNH2 WT inh = qHTS for Inhibitors of KCHN2 3.1: Wildtype qHTS | Voltage-gated inwardly rectifying potassium channel KCNH2 (Homo sapiens), Q12809 | U2OS, BacMam KCNH2, thallium flux FluxOr; active compounds read low | activity change, % at 1.84 µM | hit rate 0.37% among 340,000 | AID 720551, 2013;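 active = maximum activity change below -70%; inconclusive = maximum activity change between -70% and -50%; inactive = maximum activity change above -50%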; note: % is set by controls: 0 for no effect and ±100 for the full control effect
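U2OS cells transduced with wild-type KCNH2 virus are loaded with FluxOr dye for 45 min, and thallium flux is measured in kinetic reads before and after stimulation buffer. Rate constants are normalized to DMSO controls.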
MBNL1-CUG inh = qHTS Assay for Inhibitors of MBNL1-poly(CUG) RNA binding; TR-FRET MBNL1-His/biotin-(CUG)12 binding, 665/545 ratio; Potency, µM (series often up to 57.5 µM), without a hit: at the top dose activity change, negative = inhibition, hits mostly inhibitors; hit rate 0.036% among 280,000; Muscleblind-like protein 1 (Homo sapiens), Q9NR56; active = well fitted inhibition curve with a large enough effect in the signal ratio, with a control signal flat, not every such curve was filed as active; inconclusive = small, poorly fitted or top-dose-only effect, or effect the other way, or a change in a side signal; inactive = no such curve, though single readings can be large or run the other way; the % refers to the signal ratio; note: potency is the fitted concentration of half-maximal effect; % is set by controls: 0 for no effect and ±100 for the full control effect
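TR-FRET between His-tagged MBNL1 and biotin-(CUG)12 RNA, detected with Tb anti-His antibody (0.055 ng/ul) and streptavidin-XL665 (5 nM), 60 min at room temperature. Compounds titrated 92 nM to 58 uM; 665/545 nm ratio normalized to buffer and complex controls.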
TRPV1 agonist = HTS Assay for Compounds that Act as Agonists of the Vanilloid Receptor 1; hit rate 0.19% among 320,000; activation, % at 8.33 µM; AID 540275, 2011; Transient receptor potential cation channel subfamily V member 1 (Homo sapiens), Q8NER1; TRPV1-expressing cells, Fluo-8 calcium influx, agonist mode; in the data active = activation above about 80%; inconclusive = between about 30% and that limit; note: 0% is about no effect
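Fluo-8 calcium influx in TRPV1-expressing cells, kinetic read (ex 480/em 520 nm). Compound added and read 3 min for agonist activity, followed by capsaicin at EC20 final and 2 min further read for enhancement.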
a7 integrin act = qHTS for Activators of Integrin-Mediated Alleviation for Muscular Dystrophy. alpha7betagal myoblasts, beta-gal FDG fluorescence, 48 h. Potency, µM (doses to about 38.3 µM), without a hit: top-dose activation, most hits filed as activators. hit rate 0.064% among 350,000. AID 624291, 2012;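 note: potency is the fitted concentration of half-maximal effect; 100% = response of the positive control SU9516; nearly all actives have a fitted effect of over 60% in size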
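alpha7betagal+/- myoblasts (passage 13, 250/well) treated 48 h at 37C with compounds at 1:260 dilution of DMSO stock. Lysed, then beta-galactosidase activity read as FDG fluorescence (ex 480/em 540) after 30 min, with pre-read for autofluorescence.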
Active calls of the source: *; [ ] = dose if it differs, or a comment. Unless noted, calls come from the whole dose curve; as a rule, active = well fitted curve in the direction sought with a large enough effect; inconclusive = small, poorly fitted or top-dose-only effect, or another doubt; inactive = no such curve, though single readings can be large; an effect the other way counts as inactive or inconclusive.

Screening CCCOc1cccc(C(=O)NC(=S)Nc2ccccc2)c1 returned KCNH2 3.1 inh 13, ASM inhibitor -6%, CXXC DNA block -4%, GALK inh 1%, AT treatment 13%, Coupling enz 2, KCNH2 WT inh -6, MBNL1-CUG inh -12%, TRPV1 agonist -1 and a7 integrin act -23%.
CCOC(=O)c1c(C)n(-c2ccccc2)c2ccc(OCCN(C)C)cc12 was read as KCNH2 3.1 inh -2, ASM inhibitor -5%, CXXC DNA block 35%[activator], GALK inh 3%, AT treatment -2%, Coupling enz -9, KCNH2 WT inh 1, MBNL1-CUG inh 2%, TRPV1 agonist inconclusive and a7 integrin act -9%.
Screening Cc1oc(-c2cccc(Cl)c2)nc1CS(=O)(=O)CC(=O)NCCCN1CCOCC1 returned KCNH2 3.1 inh 4, ASM inhibitor 3%, AT treatment -9%, Coupling enz 1, KCNH2 WT inh 2, MBNL1-CUG inh -4%, TRPV1 agonist -2 and a7 integrin act -12%.
`CCCCCn1c(N)c(-c2nc3ccccc3s2)c2c([N+](=O)[O-])nn(CC)c(=O)c21` gave KCNH2 3.1 inh 11, ASM inhibitor -11%, CXXC DNA block inconclusive, GALK inh -1%, AT treatment -3%, Coupling enz 2, KCNH2 WT inh 0, MBNL1-CUG inh -1%, TRPV1 agonist 13 and a7 integrin act inconclusive.
Screening COC(=O)C1=C(C)NC(=O)NC1c1ccc2ccccc2c1 (stereo not given) returned KCNH2 3.1 inh -2, ASM inhibitor 0%, CXXC DNA block -4%, GALK inh -3%, AT treatment -2%, Coupling enz -1, KCNH2 WT inh -1, MBNL1-CUG inh 5%, TRPV1 agonist 2 and a7 integrin act 8%.
For CCN(CC)Cc1c(O)ccc2c([N+](=O)[O-])c(C)n(-c3ccc(OC)cc3)c12 the results were KCNH2 3.1 inh 3, ASM inhibitor -14%, CXXC DNA block 2%, GALK inh 1%, AT treatment -11%, Coupling enz 2, KCNH2 WT inh 1, MBNL1-CUG inh 35%[activator], TRPV1 agonist -5 and a7 integrin act 41%.
CC1C(=O)N2CCCc3cc(NC(=O)c4ccccc4F)cc1c32 (stereo not given) was read as KCNH2 3.1 inh 7, ASM inhibitor 2%, AT treatment 6%, KCNH2 WT inh -3, TRPV1 agonist -6 and a7 integrin act 1%.
For COc1ccc(CC(=O)OCC(=O)Nc2ccc3c(c2)OCO3)cc1OC the results were KCNH2 3.1 inh 3, ASM inhibitor 5%, CXXC DNA block -2%, GALK inh -1%, AT treatment -2%, Coupling enz -1, KCNH2 WT inh 0, MBNL1-CUG inh -2%, TRPV1 agonist inconclusive and a7 integrin act 1%.
Screening CCOC(=O)c1cnc2c(c(C)nn2CC)c1NCCN1CCOCC1 returned KCNH2 3.1 inh -4, ASM inhibitor 2%, CXXC DNA block -13%, GALK inh 3%, AT treatment 4%, Coupling enz -3, KCNH2 WT inh 8, MBNL1-CUG inh -1%, TRPV1 agonist -5 and a7 integrin act -21%.
`CCn1ncc(C2=NOC(C(=O)Nc3ccc4c(c3)OCO4)C2)c1C` (stereo not given) gave KCNH2 3.1 inh -11, ASM inhibitor 3%, CXXC DNA block 5%, GALK inh 2%, AT treatment -13%, Coupling enz -5, KCNH2 WT inh 3, MBNL1-CUG inh -4%, TRPV1 agonist 1 and a7 integrin act -12%.

As a working copy, two of the compounds above.
CC1C(=O)N2CCCc3cc(NC(=O)c4ccccc4F)cc1c32 (stereo not given) was read as KCNH2 3.1 inh 7, ASM inhibitor 2%, AT treatment 6%, KCNH2 WT inh -3, TRPV1 agonist -6 and a7 integrin act 1%.
For COc1ccc(CC(=O)OCC(=O)Nc2ccc3c(c2)OCO3)cc1OC the results were KCNH2 3.1 inh 3, ASM inhibitor 5%, CXXC DNA block -2%, GALK inh -1%, AT treatment -2%, Coupling enz -1, KCNH2 WT inh 0, MBNL1-CUG inh -2%, TRPV1 agonist inconclusive and a7 integrin act 1%.

Next part.
`O=C(O)[C@@H]1[C@@H]2C[C@@H]2CN1c1ncccc1[N+](=O)[O-]` gave KCNH2 3.1 inh -8, ASM inhibitor 1%, CXXC DNA block -16%, GALK inh 1%, AT treatment -4%, Coupling enz -13, KCNH2 WT inh 2, MBNL1-CUG inh 24%, TRPV1 agonist 1 and a7 integrin act 0%.
C=CCn1c(SCC(N)=O)nnc1-c1cc(Br)ccc1O was read as KCNH2 3.1 inh -5, ASM inhibitor 2%, CXXC DNA block -1%, GALK inh -2%, AT treatment 2%, Coupling enz -2, KCNH2 WT inh 1, MBNL1-CUG inh 0%, TRPV1 agonist -1 and a7 integrin act 2%.
For CCOC(=O)CCCn1nc(C)n2c(cc3sccc32)c1=O the results were KCNH2 3.1 inh 2, ASM inhibitor -1%, CXXC DNA block 1%, GALK inh 0%, AT treatment 6%, Coupling enz 1, KCNH2 WT inh -4, MBNL1-CUG inh 9%, TRPV1 agonist -2 and a7 integrin act 19%.
`O=C(NN=C1CCCCC1)c1cc(-c2ccccc2)n[nH]1` gave KCNH2 3.1 inh -18, ASM inhibitor 5%, CXXC DNA block 0%, GALK inh -1%, AT treatment 0%, Coupling enz 10, KCNH2 WT inh -2, TRPV1 agonist -3 and a7 integrin act -16%.
`O=C(NC1CCN(S(=O)(=O)c2ccccc2)CC1)c1cccc(F)c1` gave KCNH2 3.1 inh -9, ASM inhibitor -2%, CXXC DNA block -5%, GALK inh 8%, AT treatment 3%, Coupling enz 1, KCNH2 WT inh -3, MBNL1-CUG inh -3%, TRPV1 agonist 28 and a7 integrin act -19%.
Screening Cc1ccc(NC2CCCN(C(=O)c3cccnc3)C2)cc1C (stereo not given) returned KCNH2 3.1 inh -4, ASM inhibitor 0%, CXXC DNA block 0%, GALK inh 0%, AT treatment -3%, KCNH2 WT inh -14, MBNL1-CUG inh -3%, TRPV1 agonist 1 and a7 integrin act 18%.
Screening CCCN1Cc2cccc(C(=O)Nc3ccc(CC)cc3)c2C1=O returned KCNH2 3.1 inh -11, ASM inhibitor -11%, CXXC DNA block 32%[activator], GALK inh 0%, AT treatment 0%, Coupling enz 2, KCNH2 WT inh 3, MBNL1-CUG inh -13%, TRPV1 agonist -2 and a7 integrin act 13%.
Screening Cc1ccc(NC(=O)OCc2cncs2)cc1 returned KCNH2 3.1 inh 4, ASM inhibitor 2%, CXXC DNA block -7%, GALK inh 0%, AT treatment 5%, Coupling enz -2, KCNH2 WT inh -4, MBNL1-CUG inh -14%, TRPV1 agonist inconclusive and a7 integrin act 29%.
Screening COc1ccc(Nc2nc3ccc(C)cc3n3cnnc23)cc1Cl returned CXXC DNA block -15%, GALK inh -1%, AT treatment -9%, Coupling enz 0, MBNL1-CUG inh -9% and TRPV1 agonist 1.
For COc1cc2c(cc1OC)CN(C(=O)COc1ccccc1[N+](=O)[O-])CC2 the results were KCNH2 3.1 inh 12, ASM inhibitor 1%, CXXC DNA block 2%, GALK inh 8%, AT treatment 7%, Coupling enz -8, KCNH2 WT inh 1, MBNL1-CUG inh inconclusive, TRPV1 agonist 2 and a7 integrin act inconclusive.
COc1cccc(NC(=O)C23CCC(C)(C(=O)O2)C3(C)C)c1 (stereo not given) was read as KCNH2 3.1 inh 12, ASM inhibitor -1%, CXXC DNA block 8%, GALK inh -2%, AT treatment 1%, Coupling enz 0, KCNH2 WT inh -3, MBNL1-CUG inh -11%, TRPV1 agonist 2 and a7 integrin act -10%.
`CCOc1ccc(N(CC(=O)N2CCOCC2)S(=O)(=O)c2ccc(Cl)cc2)cc1` gave KCNH2 3.1 inh 0, ASM inhibitor 1%, CXXC DNA block 8%, GALK inh 0%, AT treatment 7%, Coupling enz 1, KCNH2 WT inh -2, MBNL1-CUG inh -1%, TRPV1 agonist inconclusive and a7 integrin act 24%.
Screening Cc1cc[n+](-c2[nH]c(=O)sc2/C=N/NC([S-])=Nc2ccccc2)cc1 returned KCNH2 3.1 inh 10, ASM inhibitor -7%, CXXC DNA block -22%, GALK inh -1%, AT treatment -4%, Coupling enz 0, KCNH2 WT inh 0, MBNL1-CUG inh inconclusive, TRPV1 agonist -4 and a7 integrin act 34%.
